FN deposit inh: fibronectin deposition inhibition. inhibition, % at 12.6 µM. 350,000 tested, 0.086% active. AID 743247. AH1F fibroblasts, Alexa488-fibronectin deposition fluorescence, overnight;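 active = mean inhibition across replicates of 30% or more, regardless of how many single replicates reach that level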;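 note: positive control wells lacked labelled fibronectin entirely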
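Material: AH1F fibroblast monolayer depositing Alexa488-labelled fibronectin into matrix / Amount: 10000 AH1F cells per well / Signal: fluorescence 485/525 nm / Medium: DMEM, 2% serum / Compound: single dose, pinned / Incubation: 1 h cell adhesion before compound, then overnight fibronectin incubation / Reagent: Alexa488-FN, 24 nM final / Read-out: inhibition of fibronectin deposition signal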
PAX8 reporter: inhibitors of PAX8 transcriptional activity in RMG-I cells; inhibition, % at 12.6 µM; 360,000 tested, 1.2% active; RMG-I TPO-luciferase reporter, SteadyGlo, 24 h; AID 652154;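 active = mean replicate inhibition at least 60% with every replicate also reaching 60%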;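 note: luciferase light reporting Pax8 driven TPO promoter activity; plate controls were median of neutral control wells for no effect and mitoxantrone controls for full effect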
miR122 inh: inhibitors of miR-122 in Huh7 cells | 340,000 tested, 0.3% active | activation (reporter increase), % at 12.5 µM | AID 602342 | Huh7 miR-122 Renilla luciferase sensor, 48 h; neutral wells = 0, positive control = 100;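 active = mean replicate activation score at least 90 and every replicate individually at or above 90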;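 note: higher luciferase means less miR-122 activity so hits act as miR-122 inhibitors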
LGR2 inh: blocks bursicon-induced cAMP signaling via Drosophila LGR2. HEK293 LGR2, CRE-luciferase, bursicon-stimulated, 4 h. inhibition, % at 9.99 µM. 380,000 tested, 0.35% active. AID 720647;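 active = drop in luminescence signal, shown as inhibition above about 50% in the replicate tests, limit read from the data, passing the limit was not always enough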;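 note: agonist challenge used bursicon conditioned medium at about half maximal strength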
Cneo AK release: Cryptococcus neoformans lysis via adenylate kinase release | C. neoformans lysis, adenylate kinase release luminescence, 4 h; normalised: neutral wells 0, clomiphene wells 100 | lysis activity, % at 15 µM | 360,000 tested, 0.2% active;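 active = mean lysis activity across replicates of at least 80%, whatever share of replicates individually reach that level; inactive = mean lysis activity below 80%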
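Material – Cryptococcus neoformans yeast cells · Quantity – 5 × 10^6 yeast cells/mL · Buffer or medium – YPD medium · Compound – single dose · Timing – 4 h static compound exposure, 37 °C, read 1 h post-reagent · Signal – adenylate kinase release luminescence · Read-out basis – lysis from increased AK signal · Benchmarks – Clomiphene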
CASP6 VEID inh: blocks human caspase-6 cleavage activity; P55212; purified caspase-6, Z-VEID-R110 cleavage fluorescence; 350,000 tested, 0.53% active; inhibition, % at 12.5 µM; AID 686996;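 active = mean inhibition across replicates at least about 35%, with every replicate also reaching that limit, limit read from the data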;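 note: 0% = median of neutral control wells and 100% = no fluorescence left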
Target sequence (P55212 24-179 limits assumed): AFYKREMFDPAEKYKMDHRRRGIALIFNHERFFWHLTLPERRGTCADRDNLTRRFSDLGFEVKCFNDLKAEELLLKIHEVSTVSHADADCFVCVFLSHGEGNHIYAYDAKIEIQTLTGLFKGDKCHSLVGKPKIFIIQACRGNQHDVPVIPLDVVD
Target sequence (P55212 194-293 limits assumed): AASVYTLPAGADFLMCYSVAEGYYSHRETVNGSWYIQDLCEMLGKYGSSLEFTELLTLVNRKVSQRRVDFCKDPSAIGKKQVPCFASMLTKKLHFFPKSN
PGC1a acetyl inh: PGC1a acetylation modulation, inhibitor mode | inhibition, % at 15.6 µM | 350,000 tested, 0.17% active | U2OS PGC1a acetylation, AlphaScreen anti-acetyl-lysine; with virally co-expressed GCN5 acetyltransferase;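 active = every replicate shows inhibition of at least 40%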;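 note: 0% = neutral control wells and 100% = positive control wells; some results beyond the cut were filed as inactive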
EWS-Fli block: blocks EWS/Fli oncoprotein-driven transcription; A673 NR0B1-luciferase reporter, viability-normalised; inhibition, % at 12.6 µM; 350,000 tested, 0.67% active;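 active = mean inhibition of at least 50% after viability correction, with every replicate also passing that limit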;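 note: firefly luciferase signal divided by Alamar Blue viability fluorescence both relative to DMSO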
* marks the source's active call; other numbers are inactive results; / = not tested or not shown; [ ] = remark or other dose.

Below each compound: FN deposit inh, PAX8 reporter, miR122 inh, LGR2 inh, Cneo AK release, CASP6 VEID inh, PGC1a acetyl inh, EWS-Fli block
(1) C/C(=N/NC(=O)c1cccc(C)c1)c1c(O)cc(C)oc1=O
  3, 9, -4, /, -1, /, -2, /
(2) COc1ccc(-n2c3c(c(=O)[nH]c2=O)C(NC(=O)c2ccncc2)(C(F)(F)F)C(=O)N3)cc1 (configuration not stated)
  -2, 8, 61, /, 0, 1, /, 5
(3) NC(=O)CC(NC(=O)Cc1cccc2ccccc12)c1ccc(N2CCC(Cc3ccccc3)CC2)c([N+](=O)[O-])c1 (configuration not stated)
  -13, -19, 0, 6, 2, /, 0, -11
(4) O=C1/C(=C\c2cccnc2)SC(=S)N1C1CCS(=O)(=O)C1 (configuration not stated)
  /, /, -1, 55*, -4, 3, -17, 0
(5) O=C(NC(n1ccc(=O)[nH]c1=O)C(Cl)(Cl)Cl)C12CC3CC(CC(C3)C1)C2 (configuration not stated)
  0, -46, 2, -3, 0, 3, 4, -45
(6) CO[C@@H]1CN(C)C(=O)c2ccc(NC(=O)c3ccccc3)cc2OC[C@@H](C)N(C)C[C@@H]1C
  -9, 7, -1[16.7 µM], 0, -4, -1, /, -6
(7) COC(=O)[C@@H]1Cc2c([nH]c3ccccc23)C2CCC(=O)N21 (some centres not stated)
  3, 12, /, 2, 4, 1, 11, 11
(8) CCN(CC)CCN(Cc1cc2cc3c(cc2[nH]c1=O)OCO3)C(=S)NCC1CCCO1 (configuration not stated)
  -1, -4, /, 2, /, -3, 5, -5
(9) COc1ccc(NC(=O)c2ccc(Cl)c(S(=O)(=O)N3CC(C)OC(C)C3)c2)cn1 (configuration not stated)
  2, 7, /, 1, 0, 4, -3, 4
(10) CCCN1C[C@@H](C)[C@@H](OC)CN(C)C(=O)c2cc(NS(=O)(=O)CC)ccc2OC[C@@H]1C
  -3, /, 1[16.7 µM], -1, 57, 0, 1, -3
(11) CCOC(=O)C1=C(C)N(CCCC(=O)O)C(=O)NC1c1ccc(Cl)cc1 (configuration not stated)
  -2, -7, /, 12, -2, 0, /, 4
(12) CC(=O)Nc1ccc(OC(F)(F)C(F)F)c(NC(C)=O)c1
  /, /, 0, -2, 2, -1, -2, /
(13) COc1cccc(C(=O)N(c2ccc(C)cc2)C2C=CS(=O)(=O)C2)c1 (configuration not stated)
  1, 8, 8, 15, -1, 1, 2, -2
(14) Cc1cc(C(=O)COc2ccc3ccc(=O)oc3c2)c(C)n1C
  -4, -15, /, -27, /, 1, -1, -41
(15) O=C(Nc1ccc2c(c1)OCO2)N[C@@H]1CC[C@@H](CCNC(=O)C2CC2)O[C@H]1CO
  -2, -5, 11[16.7 µM], -15, -4, -1, -17, -7

One compound at a time (already shown).
C/C(=N/NC(=O)c1cccc(C)c1)c1c(O)cc(C)oc1=O reads FN deposit inh = 3; PAX8 reporter = 9; miR122 inh = -4; LGR2 inh = /; Cneo AK release = -1; CASP6 VEID inh = /; PGC1a acetyl inh = -2; EWS-Fli block = /
COC(=O)[C@@H]1Cc2c([nH]c3ccccc23)C2CCC(=O)N21 (some centres not stated) reads FN deposit inh = 3; PAX8 reporter = 12; miR122 inh = /; LGR2 inh = 2; Cneo AK release = 4; CASP6 VEID inh = 1; PGC1a acetyl inh = 11; EWS-Fli block = 11

3 compounds out of the list, ordered by SMILES length, lowest first.
Below each compound: FN deposit inh, PAX8 reporter, miR122 inh, LGR2 inh, Cneo AK release, CASP6 VEID inh, PGC1a acetyl inh, EWS-Fli block
(5) O=C(NC(n1ccc(=O)[nH]c1=O)C(Cl)(Cl)Cl)C12CC3CC(CC(C3)C1)C2 (configuration not stated)
  0, -46, 2, -3, 0, 3, 4, -45
(15) O=C(Nc1ccc2c(c1)OCO2)N[C@@H]1CC[C@@H](CCNC(=O)C2CC2)O[C@H]1CO
  -2, -5, 11[16.7 µM], -15, -4, -1, -17, -7
(10) CCCN1C[C@@H](C)[C@@H](OC)CN(C)C(=O)c2cc(NS(=O)(=O)CC)ccc2OC[C@@H]1C
  -3, /, 1[16.7 µM], -1, 57, 0, 1, -3

(cont.)
Below each compound: FN deposit inh, PAX8 reporter, miR122 inh, LGR2 inh, Cneo AK release, CASP6 VEID inh, PGC1a acetyl inh, EWS-Fli block
(16) Cc1cc2nc(C)c(Cl)c(=O)n2[nH]1
  /, 13, /, 6, /, 6, 2, 1
(17) C[C@@H]1CN([C@H](C)CO)C(=O)Cc2cc(NC(=O)CCCN(C)C)ccc2O[C@@H]1CN(C)S(=O)(=O)c1cccs1
  /, -16, -3[16.7 µM], -3, -1, /, 4, -8
(18) Cn1c(=O)c2c(nc(NC3CCCCC3)n2Cc2ccccc2)n(C)c1=O
  0, -20, -6, /, -2, 2, 2, 17
(19) Nc1nn(-c2ccccc2)c(N)c1N=Nc1ccccc1F
  16, -59, /, -13, /, 2, /, 15
(20) C[C@H](CO)N1C[C@H](C)[C@@H](CN(C)Cc2ccc(Oc3ccccc3)cc2)Oc2ccc(NC(=O)NC3CCCCC3)cc2CC1=O
  9, 42, 0[16.7 µM], 10, 1, 1, -13, 19
(21) Cc1cccc(OCC(=O)N(Cc2cccs2)C2CCS(=O)(=O)C2)c1C (configuration not stated)
  5, -52, -5, /, 1, /, 0, /
(22) CCOC(=O)C1CCN(S(=O)(=O)c2ccc3[nH]c(=O)c(=O)[nH]c3c2)CC1
  /, 17, /, -5, /, 1, 6, -4
(23) Cc1ccc2oc(=O)c(/C=C(\O)c3sc(C)nc3C)nc2c1
  -4, -6, /, 8, /, 0, /, 13
(24) O=C(CSC1=NCCS1)Nc1cccc(F)c1
  -15, 4, -2, -8, 16, 4, 4, 1
(25) CC1(C)CC2CC(C)(CN2C(=O)c2ccccc2)C1 (configuration not stated)
  -6, -8, /, 4, /, -1, -7, -6
(26) CN(Cc1ccccc1)C(=O)CCC1CCN(S(C)(=O)=O)CC1
  18, -25, -2, -14, 2, -1, /, -10
(27) CCOc1ccccc1C(=O)NCC(=O)NNC(=O)CN(C)S(=O)(=O)c1ccc(Cl)cc1
  -8, 4, -5, -16, -1, 18, 2, 11
(28) COC(=O)[C@H]1[C@H](CO)[C@H]2Cn3c(ccc(-c4cccc(C(=O)N(C)C)c4)c3=O)[C@H]2N1CC1CC1
  /, /, /, 18, 3, 2, /, -2
(29) O=C(NCC[C@@H]1CC[C@H](NS(=O)(=O)Cc2ccccc2)[C@@H](CO)O1)C1CCCCC1
  -18, 2, /, -5, -1, 0, 11, 0
(30) O=C(NC(=S)NC1CC1)c1cccnc1
  7, 7, -2, /, 2, /, 14, /
(31) COCC(=O)Nc1ccc2c(c1)[C@H]1C[C@H](CC(=O)NCc3ccncc3)O[C@@H](CO)[C@H]1O2
  -4, /, 1[16.7 µM], -8, -3, -7, -3, -2
(32) CSc1ccc(CN(C)CC(=O)NCCc2ccccc2)cc1
  3, -10, /, -4, 1, 1, /, -6
(33) O=C(COc1coc(CN2CCCc3ccccc32)cc1=O)Nc1ccc([N+](=O)[O-])cc1
  -12, 11, /, -11, 0, -4, /, 3
(34) COc1ccc(NC(=O)Nc2ccc3c(c2)C(=O)N([C@@H](C)CO)C[C@@H](C)[C@@H](CN(C)Cc2ccc(C(=O)Nc4ccccc4N)cc2)O3)cc1
  -1, /, 2[16.7 µM], 7, 0, 0, 8, 40
(35) CC(C)CSc1nnc2c3ccccc3n(C)c2n1
  -6, -60, 3, -63, -4, 4, -7, -64
(36) Cc1nc(N)nc(N)c1CCCc1ccc(Cl)c(Cl)c1
  -9, 28, 26, 19, 2, -3, -5, 75*
(37) O=C(NCc1ccncn1)[C@H]1[C@H](CO)[C@H]2Cn3c(ccc(-c4ccccc4)c3=O)[C@H]2N1CC1CC1
  /, 12, 0[16.7 µM], 4, -10, 5, /, -5
(38) COc1ccc(C)cc1NC(=O)CN1CCCC1c1ccc2c(c1)OCCCO2 (configuration not stated)
  3, 24, /, 13, -5, -21, -12, 3
(39) CCc1ccc(C(=O)Nc2ccc(OC)c(S(=O)(=O)N3CCCCC3)c2)cc1
  5, 55, /, 14, -3, 4, -4, 13
(40) COc1ccc(COc2ccc(C3C(S(=O)(=O)c4ccccc4)CON3C)cc2OC)cc1 (configuration not stated)
  -5, -9, -2, -26, 12, 1, 16, 6
(41) CN(C)c1ccc2c(c1)[C@@H]1C[C@H](CC(=O)NCC3CC3)O[C@H](CO)[C@@H]1O2
  /, -3, 1[16.7 µM], 13, 10, -3, 5, 0
(42) O=C(O)[C@H]1CCCC[C@H]1C(=O)Nc1cc([N+](=O)[O-])ccc1F
  -3, -16, 0, 5, 2, -6, -5, -7
(43) C[C@H](CO)N1C[C@H](C)[C@H](CN(C)C(=O)C2CC2)Oc2cc(C#Cc3cccnc3)ccc2S1(=O)=O
  16, /, 0[16.7 µM], -12, -4, -2, 19, -4
(44) Cc1onc(-c2ccccc2)c1C(=O)N1CCN(c2ncccn2)CC1
  /, -8, 2, -6, 2, -2, -3, -6
(45) CN(C)CC(=O)N1CC2(C1)[C@H](c1ccccc1)[C@H](CO)N2C(=O)C1CCC1
  -3, 4, /, 1, /, 0, -1, 2
(46) O=C(Nc1cccc(C(=O)N2CCOCC2)c1)c1ccccc1Cl
  16, /, 1, 2, -1, -2, 8, 5
(47) COc1cccc(NC(=O)N[C@H]2CC[C@H](CC(=O)N3CCCCC3)O[C@@H]2CO)c1
  /, -1, /, -16, -11, -2, 2, 3
(48) COCC#Cc1ccc2c(c1)O[C@@H](CN(C)C(=O)C1CCCCC1)[C@H](C)CN([C@@H](C)CO)S2(=O)=O
  /, 2, 7[16.7 µM], 4, -3, 1, -1, 2
(49) Cc1cnc(NC(=O)CSc2nnc(C)n2N)s1
  6, 130*, /, /, /, 0, /, 11
(50) O=C(NC1CCCCC1)C1c2ccccc2OCC(=O)N1CC(F)(F)F (configuration not stated)
  2, -6, /, -11, /, -5, /, 1
(51) O=C(CCN1C(=O)/C(=C\c2ccccc2)SC1=S)Nc1ccc(C(=O)O)cc1
  0, 8, -7, 4, 0, 6, /, -2
(52) Cc1ccc(NC(=O)Nc2c(C)n(C)n(-c3ccccc3)c2=O)cc1C
  0, 26, 3, -13, -2, 4, 0, 5
(53) N#Cc1ccc(C(=O)Nc2cc(S(=O)(=O)N3CCOCC3)ccc2N2CCOCC2)cc1
  3, -3, 0, 14, 0, 2, -4, -1
(54) C=CCn1c(NCc2ccc(OC)cc2)nc2ccccc21
  -2, -3, /, -10, 2, 1, /, -57
(55) COc1cccc2cc(-c3n[nH]c(=S)n3C)oc12
  -3, -6, /, -5, 2, 2, 4, 3
(56) CCOC(=O)C1CCN(S(=O)(=O)c2cccc(C(=O)Nc3ccccc3)c2)CC1
  3, 8, -3, -10, 0, 4, -3, /
(57) O=C(NCc1ccccc1)Oc1cccc(Cl)c1
  8, -17, -3, /, 1, /, 0, /
(58) Cc1ccc(C(=O)N2CCN(c3ccc(N4CCOCC4)nn3)CC2)cc1C
  -4, 8, /, 0, -3, -2, /, -4
(59) C[C@@H]1CCCCO[C@@H](CN(C)C(=O)Nc2ccc(F)cc2)[C@H](C)CN([C@H](C)CO)C(=O)c2cc(NC(=O)c3ccncc3)ccc2O1
  -4, 4, -4[16.7 µM], 6, -4, -3, 5, 4
